GSH bead fluor – GSH bead compound fluorescence profile | GSH beads flow cytometry, compound fluorescence 488/530 nm; stronger effect = higher value | fluorescence (KMESF) at 10 µM | 190,000 compounds, 0.25% hits | AID 1776; in the data active means fluorescence above about 89;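 further: glutathione beads carrying GST-tagged Bcl family fusion proteins plus one bare bead set; values are compound well signal with DMSO vehicle wells as background; inactives centre near 16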
Cdc42 wt – changes GTP binding to wildtype human Cdc42. P60953. GST-Cdc42 beads, Bodipy-GTP binding, flow cytometry; actives lie on both sides. percent activity (GTP binding), % at 10 µM. 190,000 compounds, 0.2% hits. AID 761;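 active means percent activity GTP binding at least 20 points away from the 100% baseline, either down as inhibitor or up as activator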;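 further: median bead fluorescence of bound Bodipy-FL-GTP at 100 nM; 0% = excess unlabeled GTP control and 100% = no compound control; below 100% means less GTP binding so inhibitor and above means activator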
Target sequence (P60953 whole entry, looked up): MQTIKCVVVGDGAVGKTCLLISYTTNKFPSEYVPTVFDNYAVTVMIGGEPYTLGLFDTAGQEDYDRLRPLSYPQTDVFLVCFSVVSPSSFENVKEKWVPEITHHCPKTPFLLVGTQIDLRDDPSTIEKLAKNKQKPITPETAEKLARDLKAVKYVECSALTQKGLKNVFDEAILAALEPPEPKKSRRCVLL
Rac1 mut GTP – human Rac1 activated mutant GTP binding change. AID 764. P63000. percent activity (GTP binding), % at 10 µM. GST-Rac1 activated beads, fluorescent GTP binding, flow cytometry; actives lie on both sides; 100% means binding = to untreated wells. 190,000 compounds, 0.11% hits;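 active means GTP binding at least 20 percentage points away from the 100% baseline, in either direction, so actives lie on both sides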
Avidin fluor – avidin bead compound fluorescence profile; Avidin beads, compound fluorescence 488/530 nm, flow cytometry; stronger effect = higher value; 220,000 compounds, 0.38% hits; fluorescence (KMESF) at 10 µM; in the data active means fluorescence above about 47; further: inactives centre near 10
Mcl1 Noxa PPI – Mcl-1/Noxa interaction inhibition. Q07820. TR-FRET Mcl-1/Noxa peptide binding, 2 h. inhibition, % at 21.7 µM. 220,000 compounds, 1.5% hits. AID 1022;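 active means compounds that cut the protein-peptide binding signal by more than 50% relative to plate controls in a single-dose test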;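 further: His-tagged Mcl-1 with rhodamine Noxa BH3 peptide and terbium anti-His antibody; 0% = Mcl-1 plus Noxa peptide wells and 100% = peptide-only wells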
Target sequence (Q07820 whole entry, looked up): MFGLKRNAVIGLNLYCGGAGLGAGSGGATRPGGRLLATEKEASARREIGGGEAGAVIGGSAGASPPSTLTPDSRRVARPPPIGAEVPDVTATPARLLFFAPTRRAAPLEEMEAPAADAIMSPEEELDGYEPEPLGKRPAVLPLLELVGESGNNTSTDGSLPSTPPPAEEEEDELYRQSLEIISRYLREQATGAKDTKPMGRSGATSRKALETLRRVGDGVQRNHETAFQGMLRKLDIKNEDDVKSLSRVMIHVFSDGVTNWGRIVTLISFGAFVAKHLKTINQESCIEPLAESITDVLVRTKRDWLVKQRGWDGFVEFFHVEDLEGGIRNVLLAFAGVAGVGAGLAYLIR
Rab2 wt GTP – changes GTP binding to wildtype dog Rab2A, up or down; P61105; GST-Rab2 wt beads, Bodipy-GTP binding, flow cytometry; GTP binding activity, % at 10 µM; 190,000 compounds, 0.19% hits;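 active means GTP binding activity at least 20 points away from 100%, either lowered or raised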;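 further: 0% = beads with excess unlabeled GTP and 100% = no-compound control corrected for plate trend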
Pf gamet viab – P. falciparum stage V gametocyte viability inhibition; P. falciparum stage V gametocytes, ATP luminescence, 24 h; inhibition, % at 10.9 µM; 150,000 compounds, 0.065% hits;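 active means inhibition above the mean plus 3 SD of compounds within the control limits, set per campaign, cut at about 38% in these data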;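 further: 0% = DMSO wells and 100% = medium only without gametocytes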
HRas wt GTP – human HRas wildtype GTP binding, change in either direction. GST-Ras wt beads, Bodipy-FL-GTP binding, flow cytometry; actives lie on both sides. GTP binding activity, % at 10 µM. P01112. 190,000 compounds, 0.14% hits;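 active means GTP binding activity at least 20% away from the 100% baseline, either lowered as inhibitor or raised as activator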;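 further: 0% = unlabeled GTP competition control and 100% = no-compound control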
Target sequence (P01112 whole entry, looked up): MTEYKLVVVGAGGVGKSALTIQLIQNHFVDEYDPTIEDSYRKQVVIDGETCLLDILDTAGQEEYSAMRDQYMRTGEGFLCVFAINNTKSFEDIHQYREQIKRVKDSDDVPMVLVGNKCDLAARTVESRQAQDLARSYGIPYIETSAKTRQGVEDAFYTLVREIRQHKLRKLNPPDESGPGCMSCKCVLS
Rac1 wt GTP bind – human Rac1 wildtype GTP binding, inhibitors and activators. P63000. GST-Rac1 beads, fluorescent GTP binding, flow cytometry; actives lie on both sides; 0 = cold GTP competed, 100 = untreated. GTP binding activity (% of control), % at 10 µM. 190,000 compounds, 0.27% hits;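 active means GTP binding activity at least 20 points away from the 100% control level, either lower or higher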
Rab7 wt GTP bind – modulators of GTP binding to dog Rab7 wildtype GTPase; GST-Rab7 beads, fluorescent GTP binding, flow cytometry; actives lie on both sides; untreated = 100%, excess cold GTP = 0%; AID 758; GTP binding activity (percent of control), % at 10 µM; 190,000 compounds, 0.055% hits;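 active means fluorescent GTP binding to Rab7 beads changed by at least 20 points from the 100% baseline, either direction, mostly lower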;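 further: median green fluorescence of bound Bodipy-FL-GTP per Rab7 bead population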
Mcl1 Bid PPI – Mcl-1/Bid interaction inhibition; Q07820; TR-FRET Mcl-1/Bid-Dy647 peptide binding, 1536-well; inhibition, % at 21.7 µM; 220,000 compounds, 0.97% hits; AID 1021;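 active means compounds that cut the binding signal by more than half at the single screening dose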;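 further: His-tagged Mcl-1 with europium anti-His antibody binding Bid BH3 peptide; 0% = Mcl-1 plus peptide wells and 100% = peptide-only wells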
Active calls of the source: *; · = not tested or not shown.

SMILES	GSH bead fluor	Cdc42 wt	Rac1 mut GTP	Avidin fluor	Mcl1 Noxa PPI	Rab2 wt GTP	Pf gamet viab	HRas wt GTP	Rac1 wt GTP bind	Rab7 wt GTP bind	Mcl1 Bid PPI
CC(=O)c1cccc(NC(=O)N2CCC(c3ccc(C)cc3)C2)c1 (stereo not given)	9	96	94	8	-4	96	9	98	97	104	-20
COc1ccc(CCNC(=O)CNCC2CCCO2)cc1OC (stereo not given)	46	103	98	6	1	99	·	100	100	97	22
O=C(N/N=C/c1cccs1)c1cc(-c2cccc3ccccc23)n[nH]1	19	96	97	14	9	97	-3	98	98	97	-5
COCC(=O)OCC(=O)Nc1cc(C)c(C)cc1[N+](=O)[O-]	4	102	99	12	8	102	9	102	106	99	4
O=c1oc2ccccc2c(NCc2ccccc2F)c1[N+](=O)[O-]	9	103	100	10	4	99	5	98	101	99	3
CC1C=CCC2C(=O)N(c3ccc(OC(=O)c4ccco4)cc3)C(=O)C12 (stereo not given)	8	95	94	9	12	94	0	96	98	98	-48
Cn1nc([N+](=O)[O-])c(C(C#N)c2ccccn2)c(Cl)c1=O (stereo not given)	13	79*	61*	10	5	80	·	82	84	93	-26
Cc1csc(=Nc2ccccc2)n1CCCN1CCCC1=O	8	98	92	11	9	99	25	98	98	98	-35
Cc1ccc(-c2nnn(CC(=O)N(CC(=O)NCC3CCCO3)c3ccccc3)n2)o1 (stereo not given)	32	98	93	6	5	97	·	97	97	99	-1
CC1(C)CC(=O)CC(=O)/C1=N\Nc1c(Cl)cc(Cl)cc1Cl	15	97	94	20	16	95	5	94	99	98	-29
CCCCC(=O)NC(=S)Nc1c(C)cc(Br)cc1C	11	99	99	·	22	98	-6	98	100	99	12
CC(C)CN(CC(C)C)C(=O)COc1ccccc1C(N)=O	15	99	98	11	4	97	-17	99	100	97	-12
Cc1ccc(C)c(N(C(=O)Cn2nnc3ccccc32)C(C(=O)NC(C)(C)C)c2ccsc2)c1 (stereo not given)	15	105	100	26	-6	103	·	103	105	99	-16
COc1ccccc1-c1cc(C(F)(F)F)nc(S(C)(=O)=O)n1	483*	96	96	10	12	96	·	99	99	99	16
Cc1oc(-c2cccs2)nc1CN1CCN(C(C)C)C(CCO)C1 (stereo not given)	10	95	95	4	5	99	3	95	97	97	-29
CCC(C)(C)NC(=O)CN(Cc1cccs1)C(=O)CNS(=O)(=O)c1ccc(C)cc1	26	107	102	39	7	106	-2	106	108	104	-7
O=C(Cn1cccc1)N1CCc2ccccc21	11	106	101	9	5	104	·	104	106	104	-29
c1ccc2cc(-c3cc4ccccn4c3)ccc2c1	12	100	96	15	19	100	0	100	102	101	-43
Cc1cc(CNC(=O)CC2C(=O)NCCN2Cc2ccccc2C(F)(F)F)nn1C (stereo not given)	7	101	96	9	-9	100	11	96	101	96	-10
CCOC(=O)C1CCN(Cc2cnc(Oc3ccc(OC)cc3)s2)CC1	12	104	101	22	11	104	-9	103	107	104	-16

3 consecutive entries out of the list so far:
SMILES	GSH bead fluor	Cdc42 wt	Rac1 mut GTP	Avidin fluor	Mcl1 Noxa PPI	Rab2 wt GTP	Pf gamet viab	HRas wt GTP	Rac1 wt GTP bind	Rab7 wt GTP bind	Mcl1 Bid PPI
O=C(Cn1cccc1)N1CCc2ccccc21	11	106	101	9	5	104	·	104	106	104	-29
c1ccc2cc(-c3cc4ccccn4c3)ccc2c1	12	100	96	15	19	100	0	100	102	101	-43
Cc1cc(CNC(=O)CC2C(=O)NCCN2Cc2ccccc2C(F)(F)F)nn1C (stereo not given)	7	101	96	9	-9	100	11	96	101	96	-10

(continued)
SMILES	GSH bead fluor	Cdc42 wt	Rac1 mut GTP	Avidin fluor	Mcl1 Noxa PPI	Rab2 wt GTP	Pf gamet viab	HRas wt GTP	Rac1 wt GTP bind	Rab7 wt GTP bind	Mcl1 Bid PPI
CC1(C)CC2CC(C)(CN2C(=O)c2ccc([N+](=O)[O-])cc2[N+](=O)[O-])C1 (stereo not given)	16	95	98	11	9	96	-4	98	100	96	-6
Cc1cc(C)c(S(C)(=O)=O)c(N(C)NC(=O)c2c(F)cccc2F)n1	15	98	99	12	6	98	·	98	102	96	-5
O=C1c2ccccc2C(=O)N1Cc1nc2ccccc2c(=O)n1CCCN1CCOCC1	11	101	97	20	6	100	-10	104	104	101	-20
CS(=O)(=O)N(CC(=O)Nc1ccc2c(c1)OCCO2)Cc1ccccc1	55	95	93	7	11	92	·	94	94	98	-7
c1ccc(N2CCN(c3nc(-c4ccccn4)nc4ccccc34)CC2)cc1	29	100	99	17	23	97	5	99	104	95	-25
COc1cc(/C=N/OCC(=O)NC2CCCCC2C)ccc1OCc1ccc(Cl)cc1 (stereo not given)	6	97	101	11	16	101	·	103	106	99	-21
CCC1(C)Cc2c(sc3[nH]c(=O)[nH]c(=O)c23)CS1 (stereo not given)	52	95	96	8	12	95	2	93	95	92	-41
CCOC(=O)C1CCN(c2c(N3CCCC(C(=O)OCC)C3)c(=O)c2=O)CC1 (stereo not given)	18	103	101	8	0	98	·	102	110	98	-23
Cc1cc(C)cc(-n2c(O)c(C=NC3CCS(=O)(=O)C3)c3ccccc3c2=O)c1 (stereo not given)	22	99	98	36	4	100	·	100	101	101	-37
Cc1cc2c(c(=O)o1)C(CC(C)C)C(C#N)=C(N)O2 (stereo not given)	14	105	102	7	6	104	-30	103	108	103	-65
CCCCN(Cc1cc2ccccc2[nH]c1=O)C(=O)c1ccccn1	18	105	100	38	-1	101	·	102	104	100	-5
Cc1cc(C)cc(OCC(=O)OCC(=O)c2c(N)n(C)c(=O)n(C)c2=O)c1	18	103	101	5	4	105	·	106	110	106	1
CC(C)(C)NC(=O)C1CC(=O)OC12CCCCC2 (stereo not given)	29	101	100	10	-9	102	·	99	100	101	-6
CCCc1nnc(NC(=O)CSc2ncn[nH]2)s1	20	99	96	25	-6	97	·	100	101	100	-17
CCN(CC(=O)Nc1ccccc1OC)C(=O)COc1ccc2ccccc2c1	6	96	95	16	31	95	-15	94	99	92	-7
OCC(O)C1OC(Nc2ccc(Br)cc2)C(O)C1O (stereo not given)	14	99	95	12	-3	99	23	96	95	98	-36
Nc1cc(=O)[nH]c(SCC(=O)Nc2nnc(-c3ccccc3)s2)n1	19	96	94	10	23	95	15	96	95	99	-62
COCCNC(=O)/C(C#N)=C/c1ccc(OC(=O)c2cccs2)c(OC)c1	15	93	94	11	-6	93	-5	91	92	86	8
Cc1ncoc1C(=O)Nc1ccccc1C(N)=O	45	103	100	4	-5	101	-6	101	102	100	7
COc1ccc(C(=O)c2cc3c(cc2[N+](=O)[O-])OCCO3)cc1	16	98	96	7	13	98	17	97	105	103	-9
O=C(N/N=C/c1cccs1)c1ccc2ncccc2c1	17	98	95	10	12	99	-5	98	99	108	-34
COc1ccc(C(=O)NC(C)c2nnc(SCC(=O)Nc3nc(C)cs3)n2C)cc1 (stereo not given)	35	100	97	10	0	102	-18	99	99	97	-1
Fc1ccc(N/N=C(/c2ccccc2)c2ccccn2)cc1	6	101	97	3	8	99	1	100	105	100	-21
c1ccc2sc(NC3=NCN(CCN4CCOCC4)CN3)nc2c1	12	99	97	13	6	98	-10	98	106	105	-41
CC1=CC(C)(C)N2C(=O)C3(C(C#N)=C(N)Oc4cc(O)ccc43)c3c(C)c(C)cc1c32 (stereo not given)	10	98	100	34	4	100	·	99	106	102	7
COc1ccc(CCNS(=O)(=O)c2cccs2)cc1	55	94	90	8	4	92	·	95	91	98	-2
O=C(CC1C(=O)NCCN1C(=O)c1ccc(F)cc1)OCc1ccccc1 (stereo not given)	27	104	102	9	12	100	6	98	106	97	-3
CCOc1ccccc1NC(=O)COC(=O)c1cccc(-c2ccc(OC(C)=O)cc2)c1	18	101	101	9	25	99	8	98	100	100	19
Cc1ccc(S(=O)(=O)CCC(=O)NCc2ccccc2)cc1	7	100	98	15	9	98	1	100	102	98	-5
COc1ccc(CNC(=O)CN2CCC(C(=O)c3ccc(OC)cc3)CC2)cc1	56	101	100	23	-7	102	·	101	103	101	-10
CC1CN(C(=S)SCCN2Cc3ccccc3C2=O)CC(C)O1 (stereo not given)	3	96	99	9	-1	96	-8	95	96	97	-15
COc1ccc(O)c(C2=Nc3ccccc3N=C(c3ccco3)C2)c1	29	96	95	10	·	95	·	95	92	92	-2
C(=N\Nc1nc(-c2ccccc2)cs1)/c1cccs1	34	96	94	9	40	96	·	98	96	97	7
CCn1c(C)c(C)c2cc(C(=O)Nc3cccc(Cl)c3)ccc21	11	99	97	10	-5	98	-26	98	97	97	-51
CC(NC(=O)C1CCCCC1)c1ccc2c(c1)OCCO2 (stereo not given)	48	97	97	10	-6	99	·	102	101	100	-18
COc1ccc(Cc2noc(CN3CCNC(=O)CC3)n2)cc1OC	11	97	97	2	4	99	-20	99	100	104	-19
CC(=C1C(=O)c2ccccc2C1=O)N1CCN(c2ccccn2)CC1	19	100	98	29	2	96	-26	99	101	96	-24
CS(=O)(=O)Nc1ccc(C(=O)NCCSC2CCCCC2)cc1	7	101	96	11	3	99	·	101	101	98	-58
Cc1nn(-c2cccc(Cl)c2)c(Cl)c1/C=N/NC(=O)c1cccnc1	9	101	100	16	24	97	-10	99	103	99	-13
COC(=O)Cc1ccc(NC(=S)NC(C)(C)C)cc1	10	96	98	10	-3	99	21	100	101	101	-52
CCCCSc1ncc(C(=O)OCC)c(N)n1	129*	98	97	4	-21	98	3	100	105	101	-9
O=C1CC(c2cccc(Cl)c2)CC(O)=C1C=NCCCO (stereo not given)	22	96	94	11	·	96	·	96	93	96	-8
COc1ccc(/C(N)=N/OC(=O)CSc2ccc(C)cc2)cc1	41	100	101	3	-12	102	-27	100	104	98	-16
O=S1(=O)CCN(Cc2ccc(Cl)c(C(F)(F)F)c2)CC1	11	98	98	10	5	102	11	98	99	108	-10
COc1ccccc1NC(=O)c1cnc2c(-c3ccccc3)c(C)nn2c1C	11	95	95	12	-6	99	-4	99	98	103	-22
CC(=O)c1cccc(NC(=O)C2CC(=O)N(c3cccc(C)c3C)C2)c1 (stereo not given)	13	102	97	18	21	101	17	103	102	102	-9
CC(C)Cn1c(CCCNC(=O)c2ccc(F)cc2)nc2ccccc21	19	100	98	7	9	98	·	98	101	99	-6
CCC(CC)c1nnc(NC(=O)c2ccc(N3CCCCC3)c([N+](=O)[O-])c2)s1	10	97	98	4	11	100	13	101	102	101	-2
COc1cccc(NC(=O)CC2C(=O)NCCN2C(=S)Nc2ccc(F)cc2)c1 (stereo not given)	33	97	95	9	7	101	18	101	105	103	-42
CC(C)CCNC(=O)CSc1nc2ccccc2c(=O)[nH]1	5	100	98	10	-11	95	4	99	99	93	-7
Cc1c(OCC(=O)N(C)C)ccc2c3c(c(=O)oc12)CCCCC3	13	93	94	8	12	95	-9	95	93	99	-41

From PubChem
